Assay outcomes as filed in PubChem BioAssay.
USP2a inh: blocks human ubiquitin-specific protease USP2a; O75604; USP2 core, Ub-CHOP2 coupled fluorogenic reporter, 485/531; Potency, µM (top dose mostly 38.3 µM), inactives show at the top dose activity change, negative = inhibition, hits mostly inhibitors; hit rate 0.01% among 330,000; AID 463254;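 note: potency is the fitted concentration of half-maximal effect; plate controls were DMSO wells for no effect and full inhibition by NEM control for full effect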
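Deubiquitinase activity read as fluorescence (485/531 nm) after Ub-CHOP2 cleavage activates the enterokinase reporter on its substrate; USP2 core 10nM, Ub-CHOP2 and substrate 25nM each, 30min compound preincubation then 60min RT; data normalized to NEM, curves fitted.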
TSG101-PTAP inh: blocks PTAP/TSG101 interaction to inhibit HIV-1 budding | 340,000 tested, under 10 active | Q99816 | Fluorescence polarization, FITC-PTAP peptide / Tsg101 binding | Potency, µM (top dose mostly 115 µM), without a hit: at the top dose activity change, negative = inhibition, actives largely listed as inhibitors; active = well fitted inhibition curve with a large enough effect in the main read-out, with a control signal flat, not every such curve was filed as active; inconclusive = small, poorly fitted or top-dose-only effect, or effect the other way, or a change in a side signal; inactive = no such curve, though single readings can be large or run the other way; note: potency is the fitted concentration of half-maximal effect; % of control where 0% means no effect
Target sequence (Q99816 whole entry, looked up): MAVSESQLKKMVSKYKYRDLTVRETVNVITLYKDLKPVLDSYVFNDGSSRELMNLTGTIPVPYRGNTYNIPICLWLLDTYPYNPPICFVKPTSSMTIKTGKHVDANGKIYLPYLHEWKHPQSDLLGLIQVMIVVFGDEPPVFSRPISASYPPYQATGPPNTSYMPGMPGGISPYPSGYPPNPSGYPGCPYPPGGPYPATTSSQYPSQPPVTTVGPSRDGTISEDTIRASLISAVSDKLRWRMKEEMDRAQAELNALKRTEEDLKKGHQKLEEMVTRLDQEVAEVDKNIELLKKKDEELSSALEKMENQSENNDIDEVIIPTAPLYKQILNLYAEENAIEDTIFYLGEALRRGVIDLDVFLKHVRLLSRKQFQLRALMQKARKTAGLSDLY
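Steps: Tsg101 binding domain dispensed (10 uM final), compounds pinned in DMSO, FITC-labeled PTAP-motif peptide added (50 nM final); after 20 min binding at room temperature, polarization measured.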
BCR signal inh: chronic active BCR signaling inhibition; hit rate 0.05% among 340,000; AID 493014; Potency, µM (series often up to 46.1 µM), for the others: at the top dose ratio change, negative = lower green/red ratio, most hits filed as inhibitors; ABC-DLBCL IkBa-CBG/CBR reporter, luminescence ratio, 4 h; active = well fitted inhibition curve with a large enough effect in the signal ratio, with a control signal flat, not every such curve was filed as active; inconclusive = small, poorly fitted or top-dose-only effect, or effect the other way, or a change in a side signal; the % refers to the signal ratio;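 note: potency is the fitted concentration of half-maximal effect; plate controls were basal doxycycline-induced cells for no effect and cells given 10 µM MG132 for full effect; MG132 reads +100%, hits lower the ratio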
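Cell line TMD8 (human ABC DLBCL), stably expressing tet-inducible CBG68-IkBa fusion and CBR; IMDM/0.5% FBS; cpd up to 46 uM; dox induction, 4 h, 37C/5% CO2; dual luminescence; green/red ratio; MG132 control.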
TCR act: T cell receptor activation; 330,000 tested, under 10 active; primary human leukocytes, anti-CD3, IL-2 HTRF, 48 h; AID 504894; Potency, µM (titrated, usually from 9.22 µM), for inactives: at the top dose activation of IL-2 secretion, hits mostly activators; note: % of control where 0% means no effect
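1) Mix primary human leukocytes, a-CD3 beads and compound. 2) Incubate 48 hr. 3) Add HTRF IL-2 reagents (a-IL-2-K, a-IL-2-d2).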
uPA surface inh: cell surface uPA generation inhibition; cell surface uPA generation assay, qHTS; Potency, µM (doses to about 38.3 µM), inactives show at the top dose activity change, negative = inhibition, actives largely listed as inhibitors; hit rate 0.31% among 330,000; AID 540303; active = well fitted inhibition curve with a large enough effect; inconclusive = small, poorly fitted or top-dose-only effect; inactive = no such curve, though single readings can be large or run the other way; tested in mouse RAW 264.7 cells; note: potency is the fitted concentration of half-maximal effect; % is set by controls: 0 for no effect and ±100 for the full control effect; nearly all actives have a fitted effect of over 55% in size
Eya2 phos inh: inhibitors of human Eya2 phosphatase activity; O00167; recombinant Eya2, OMFP fluorescence dephosphorylation (OMFP is methylfluorescein phosphate); Potency, µM (doses to about 76.9 µM), inactives show at the top dose activity, negative = inhibition, hits mostly inhibitors; hit rate 0.006% among 330,000; AID 488837; note: potency is the fitted concentration of half-maximal effect; % is set by controls: 0 for no effect and ±100 for the full control effect
Target sequence (O00167 whole entry, looked up): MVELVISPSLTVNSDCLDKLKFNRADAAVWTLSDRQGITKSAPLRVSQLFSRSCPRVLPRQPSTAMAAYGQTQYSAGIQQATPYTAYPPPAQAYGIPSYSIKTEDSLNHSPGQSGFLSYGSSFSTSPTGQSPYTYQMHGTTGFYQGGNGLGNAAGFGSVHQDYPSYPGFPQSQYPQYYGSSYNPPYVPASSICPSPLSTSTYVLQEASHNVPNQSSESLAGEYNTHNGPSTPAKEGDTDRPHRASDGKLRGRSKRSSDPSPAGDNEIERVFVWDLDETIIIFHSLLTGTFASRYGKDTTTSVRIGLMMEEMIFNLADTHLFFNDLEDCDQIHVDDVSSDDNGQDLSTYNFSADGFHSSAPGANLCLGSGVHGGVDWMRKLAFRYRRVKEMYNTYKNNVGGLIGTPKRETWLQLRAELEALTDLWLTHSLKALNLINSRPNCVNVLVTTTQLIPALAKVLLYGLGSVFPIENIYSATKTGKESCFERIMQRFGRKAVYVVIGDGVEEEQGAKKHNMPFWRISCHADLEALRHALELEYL
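Eya2 protein (added as 0.2 uM solution) was preincubated with compound for 10 min at ambient temperature in 50 mM HEPES pH 7.5, 50 mM NaCl, 5 uM MgCl2, 0.05% BSA, 1 mM DTT. OMFP (added at 50 uM) then reacted 10 min; fluorescence read at 485/525 nm.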
B2AR arrestin: beta2AR (human) beta-arrestin recruitment activity; AID 492947; hit rate 0.02% among 330,000; Potency, µM (titrated, usually from 46.1 µM), for inactives: at the top dose activation, most hits filed as activators; beta-arrestin recruitment to beta2AR, cell-based reporter;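 note: potency is the fitted concentration of half-maximal effect; 0% = DMSO controls and full agonism = EC100 isoproterenol or metaproterenol; nearly all actives have a fitted effect of over 65% in size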
Mito fusion yeast: inhibitors of mitochondrial division or activators of mitochondrial fusion; S. cerevisiae fusion-defective mutant growth rescue, CellTiterGlo 48 h; Potency, µM (series often up to 46.1 µM), inactives show at the top dose growth rescue (activation), usual class: activators; hit rate 0.23% among 320,000; AID 485298;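 note: potency is the fitted concentration of half-maximal effect; % of control where 0% means no effect; nearly all actives have a fitted effect of over 45% in size; temperature-sensitive fusion mutants such as fzo1-1 at 37 °C on non-fermentable ethanol glycerol medium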
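Temperature-sensitive fusion-defective S. cerevisiae (e.g. fzo1-1, mgm1-5) were grown with compound in YPEG medium (3% ethanol, 3% glycerol) for 48 hours at 37C. Growth rescue was measured as viability by CellTiterGlo luminescence after 10 minutes at ambient.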
Tb PFK block: inhibitors of T. brucei phosphofructokinase. O15648. hit rate 0.17% among 330,000. Potency, µM (doses to about 57.5 µM), inactives show at the highest dose activity, negative = inhibition, usual class: inhibitors. T. brucei PFK, ADP-Glo luminescence;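 note: potency is the fitted concentration of half-maximal effect; 0% = uninhibited 1x PFK enzyme wells and -100% = no-enzyme wells; nearly all actives have a fitted effect of over 60% in size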
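PFK 1.25 nM, F6P 0.5 mM, ATP 0.1 mM, 0.1 M TEA pH 8.0, 5 mM MgCl2, 0.01% Tween20, 0.1% BSA; 45 min RT. ADP-Glo readout. qHTS titration up to 57 uM; curves fitted, compounds curve-classed.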
ELG1 repair inh: blocks ELG1-dependent DNA repair in HEK293T cells; hit rate 2.3% among 330,000; Potency, µM (doses to about 46.1 µM), inactives show at the top dose activity change, negative = inhibition, actives largely listed as inhibitors; AID 504467; HEK293T ELG1-luciferase reporter, luminescence, 16 h; DNA damage induced by 5-fluorouridine; note: potency is the fitted concentration of half-maximal effect; % is set by controls: 0 for no effect and ±100 for the full control effect; nearly all actives have a fitted effect of over 55% in size
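Overnight (16 hr) co-exposure of 2,000 cells/well to 5-fluorouridine and compound at 37 °C preceded detection. Luciferase was quantified via ONE-Glo luminescence; loss of signal denotes inhibition.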
TSHR antag: human thyrotropin receptor antagonism. TSHR-expressing cells, TSH-stimulated cAMP HTRF, 2 h; hits give low values. activity change, negative = inhibition, % at 11.5 µM. hit rate 0.2% among 330,000. AID 504810;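 active = activity change below a set negative limit, meaning inhibition stronger than a set level, cut at about -70% in these data; inconclusive = activity change between two set negative limits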; note: % is set by controls: 0 for no effect and ±100 for the full control effect
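Read-out is FRET at 665 nm (cryptate excitation 337 nm) from a cryptate-tagged anti-cAMP antibody, competed by cell cAMP against cAMP-d2. Compounds are tested on freshly harvested TSHR cells challenged with 4nM TSH (EC80) for 2 hours at 37 deg C.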
* marks the source's active call; other numbers are inactive results; u = inconclusive; x = not tested or not shown; [ ] = dose if it differs, or a comment. Unless noted, calls come from the whole dose curve; as a rule, active = well fitted curve in the direction sought with a large enough effect; inconclusive = small, poorly fitted or top-dose-only effect, or another doubt; inactive = no such curve, though single readings can be large; an effect the other way counts as inactive or inconclusive.

SMILES | USP2a inh | TSG101-PTAP inh | BCR signal inh | TCR act | uPA surface inh | Eya2 phos inh | B2AR arrestin | Mito fusion yeast | Tb PFK block | ELG1 repair inh | TSHR antag
CC(C)(C)n1nc2c(c1NC(=O)c1cccs1)CS(=O)C2 (configuration not stated) | -1% | -2% | 2% | -1% | 0% | -18% | -0.5% | -2% | -1% | -5% | -3
Cc1ccc(NC(=O)CC2S/C(=N/N=C/c3ccco3)NC2=O)cc1Cl (configuration not stated) | 0% | -1% | 19% | 4% | 3% | -5% | -0.2% | -9% | -1% | 21% | 1
O=C(COC(=O)c1cc(F)cc(F)c1)Nc1cccnc1Cl | -8% | 0% | -22% | 3% | 2% | -11% | -0.2% | -3% | 4% | 16% | 8
CC(CC(=O)Nc1ccc(S(=O)(=O)N2CCOCC2)cc1)c1ccccc1 (configuration not stated) | 0% | -1% | -13% | 4% | -4% | 24% | -0.2% | -8% | 1% | 2% | -4
OC(Cc1ccncc1)(c1ccccc1)c1ccccc1 | 0% | 1% | -11% | -1% | -3% | -5% | 0.4% | 16% | 0% | -1% | -3
Oc1oc(C=Nc2ccc(F)cc2F)c2ccccc12 | 1% | -6% | -18% | -4% | -9% | u | -0.3% | 19% | 4% | 14% | 11
Nc1n[nH]c2cccc(Cl)c12 | 0% | -2% | -7% | 1% | u | 2% | 0.2% | -5% | 3% | 8% | -4
CC(C)(C)c1ccc(/C=N/OCC(=O)NCc2ccccc2)cc1 | 0% | -2% | -8% | -5%[46.1 µM] | -15% | -13% | -0.4% | -1% | -2% | u | -2
CCCCCC(=O)Nc1cccc(C2=NOC3(C2)C[C@H](C(N)=O)N(C(=O)[C@H]2CCC(=O)N2)C3)c1 (some centres not stated) | -8% | 0% | -2% | 8% | 6% | 13% | -0.8% | -2% | -3% | 17% | 7
CN1C(=O)C(O)(CC(=O)c2cccs2)c2ccccc21 (configuration not stated) | 0% | -7% | 0% | 6% | -5% | 0% | 0.1% | 7% | 0% | 5% | -11
Cc1cc(N/N=C/c2ccccc2Br)nc2ccccc12 | 1% | 1% | u | -1%[46.1 µM] | 2% | 0% | -0.2% | u | 6% | u | -4
Cc1ncc([N+](=O)[O-])n1Cc1ccccc1 | 2% | -4% | 1% | 3%[46.1 µM] | -1% | -1% | -1.3% | 4% | -4% | u | 18
COc1cc(Cl)c(C)cc1NC(=O)COc1ccccc1[N+](=O)[O-] | 2% | -1% | -2% | 0% | 2% | -2% | -1.0% | 1% | -8% | 18% | -10
COc1cccc(N(CC(=O)N/N=C(\C)c2cccs2)S(C)(=O)=O)c1 | -2% | 0% | 1% | 2%[46.1 µM] | 6% | -2% | 0.5% | -8% | -1% | -3% | 9
COc1ccc(CCNC(=O)c2ccc3c(=O)n4c(nc3c2)CCC4)cc1OC | 2% | -1% | u | -1% | 1% | -13% | 0.0% | -7% | 20% | 1% | -2
CCC(C)NC(=O)c1ccccc1NS(=O)(=O)c1ccc(OC)c(OC)c1 (configuration not stated) | 8% | 0% | 3% | -3% | -1% | 6% | -0.4% | 4% | -1% | -9% | -7
O=C(NCCc1ccccc1)C1CCCN(S(=O)(=O)c2cccs2)C1 (configuration not stated) | -1% | 0% | -1% | -8% | -2% | 4% | -0.8% | -1% | -7% | 3% | -5
CCOC(=O)c1ccc(NS(C)(=O)=O)cc1 | 5% | -8% | u | 6% | 2% | 7% | -0.8% | -2% | 10% | 2% | 3
CCOc1ccc(OCC)c(NC(=O)C2CCCN(S(=O)(=O)c3cnc[nH]3)C2)c1 (configuration not stated) | 0% | -2% | u | -7% | 5% | -6% | -0.2% | 2% | 1% | -8% | 17
Cc1cc(C)nc(Sc2nc(Nc3ccccc3)nc(Sc3nc(C)cc(C)n3)n2)n1 | 1% | -6% | 0% | -7%[46.1 µM] | -8% | 7% | 0.2% | -4% | 5% | 12% | 10
CCOc1ccc(CCNC(=O)COC(=O)c2ccc(S(=O)(=O)N3CCCC3)cc2)cc1OCC | 1% | 1% | -5% | -2% | -11% | 2% | -0.4% | 4% | 2% | 5% | 3
Cn1c(=O)c2c(nc(SCCN3CCOCC3)n2Cc2ccc(F)cc2)n(C)c1=O | 1% | -6% | 3% | -3% | -24% | -9% | -0.4% | 1% | 1% | u | 4
CC(=O)NCCOc1ccc(C(=O)O)cc1 | -1% | -1% | 3% | -1% | 1% | 0% | -0.3% | 2% | -4% | 5% | 7
COc1ccc(C2Nc3ccccc3C(=O)N2NS(=O)(=O)c2ccc(C)cc2)cc1 (configuration not stated) | 2% | -3% | u | 6% | 3% | -6% | 0.0% | 2% | 7% | -6% | -5
Cc1ccc(Cn2cnc3ccccc32)cc1 | 2% | -3% | u | 4% | -12% | -3% | -0.1% | -6% | -5% | u | -8

Next structures:
SMILES | USP2a inh | TSG101-PTAP inh | BCR signal inh | TCR act | uPA surface inh | Eya2 phos inh | B2AR arrestin | Mito fusion yeast | Tb PFK block | ELG1 repair inh | TSHR antag
CCN(CC)S(=O)(=O)c1ccc(N2CC(C(=O)N3CCOCC3)CC2=O)cc1 (configuration not stated) | -1% | -8% | -3% | -6% | 2% | 2% | 0.1% | -2% | 5% | 18% | 15
COc1ccc(S(=O)(=O)Nc2ccc(F)c(F)c2)cc1Cl | 0% | -4% | 3% | -1% | -4% | -30% | -0.3% | 24% | 0% | 2% | -1
Oc1c(Cl)cc(Cl)cc1C=Nc1ccc2c(c1)OCCO2 | 3% | -4% | -25% | x | -4% | -2% | 0.1% | 5% | 1% | u | -9
COc1ccc(CN2CCN(CC(=O)Nc3ccccc3C(=O)NC3CC3)CC2)cc1F | 1% | 1% | 0% | 13% | -8% | -4% | 0.2% | 1% | 3% | 2.6µM* | -6
Cn1cc([N+](=O)[O-])c(C(=O)N/N=C/c2ccccc2)n1 | -1% | -8% | -5% | -5% | -7% | 10% | 0.1% | -1% | 2% | 10% | 6
CCOC(=O)Cc1nnc(NC(=O)c2cccc(OCC)c2)s1 | 1% | 0% | -5% | 1% | -4% | 13% | -0.4% | -2% | 2% | 13% | -13
O=c1cc(C(F)(F)F)nc(-c2ccccc2)[nH]1 | 3% | -6% | -1% | 3% | x | 12% | 11% | 6% | 3% | 0% | -1
CC1(C)CC(=O)C2=C(C1)N(c1ccc(F)cc1)C(=O)CC2c1ccccc1 (configuration not stated) | 1% | -8% | -2% | -4% | 4% | 10% | 0.3% | 1% | 0% | -1% | -2
CC(C)c1cc(-c2cc(-c3ccc(Cl)cc3)on2)nc(NC2CCCC2)n1 | 5% | 66%[activator] | 3% | 0% | 8% | -2% | -0.1% | -13% | 2% | 9% | -10
CC1CCC(NC(=O)CNC(=O)Cc2cccc3ccccc23)CC1 (configuration not stated) | -1% | -3% | -8% | -37% | x | 3% | -0.5% | 12% | -2% | -2% | 6
O=C(NCc1ccccc1OC(F)(F)F)C1CCC(=O)N(Cc2cccc(F)c2)C1 (configuration not stated) | 4% | x | 1% | 1% | 7% | 4% | 0.8% | 0% | -12% | -1% | 18

Ordered by the number under Eya2 phos inh (highest first): some entries from above.
Compound | Eya2 phos inh
Cn1cc([N+](=O)[O-])c(C(=O)N/N=C/c2ccccc2)n1 | 10%
O=C(NCc1ccccc1OC(F)(F)F)C1CCC(=O)N(Cc2cccc(F)c2)C1 (configuration not stated) | 4%
CC1CCC(NC(=O)CNC(=O)Cc2cccc3ccccc23)CC1 (configuration not stated) | 3%

Full records, looked up by structure. Values in the order: USP2a inh	TSG101-PTAP inh	BCR signal inh	TCR act	uPA surface inh	Eya2 phos inh	B2AR arrestin	Mito fusion yeast	Tb PFK block	ELG1 repair inh	TSHR antag
Results for O=c1cc(C(F)(F)F)nc(-c2ccccc2)[nH]1 : 3%	-6%	-1%	3%	x	12%	11%	6%	3%	0%	-1
Results for Cn1cc([N+](=O)[O-])c(C(=O)N/N=C/c2ccccc2)n1 : -1%	-8%	-5%	-5%	-7%	10%	0.1%	-1%	2%	10%	6
